# Screens as filed in PubChem.
# PNC assembly inh: inhibitors of perinucleolar compartment assembly; PC3M PTB-GFP, PNC prevalence imaging, 16 h; active compounds read low; activity change (PNC), negative = inhibition, % at 10 µM; actives 3.1% (n = 140,000);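 active = readout at or below -70, meaning at least 70% loss of cells showing the perinucleolar compartment, a nuclear body marking cancer cells; inconclusive = readout between -30 and a set limit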;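 also: plate controls were DMSO wells for no effect and camptothecin positive control wells for full effect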
#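 Compounds are pinned in duplicate onto adhered PC3M cells stably expressing GFP-tagged PTB and incubated 16 h at 37 C. Cells are then fixed, nuclei stained with Hoechst, and PNC-positive cells counted.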
# ALOX15B inhib: blocks human 15-lipoxygenase 2 activity | O15296 | purified 15hLO-2, xylenol orange hydroperoxide absorbance | Potency, µM (titrated, usually from 57.1 µM), inactives show at the top dose activity change, negative = inhibition, most hits filed as inhibitors | actives 0.56% (n = 110,000) | AID 881; also: potency is read from the fitted curve at half-maximal effect; nearly all actives have a fitted effect of over 60% in size; many of its hits are not listed in these tables
#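 Screening format was qHTS against 50 nM purified 15hLO-2 in Hepes pH 7.5 with detergent. Activity follows hydroperoxide formation from 45 uM arachidonic acid, measured as 573:405 nm absorbance ratio of the ferric-xylenol orange complex.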
# 12-hLO inh: 12-hLO (ALOX12) enzyme inhibition | P18054 | Potency, µM (doses to about 57.1 µM), for the others: at the top dose activity change, negative = inhibition, most hits filed as inhibitors | purified 12-hLO, xylenol orange hydroperoxide absorbance | AID 1452 | actives 0.12% (n = 150,000); also: potency is read from the fitted curve at half-maximal effect; nearly all actives have a fitted effect of over 55% in size; many of its hits are not listed in these tables
# Target sequence (P18054 whole entry, looked up): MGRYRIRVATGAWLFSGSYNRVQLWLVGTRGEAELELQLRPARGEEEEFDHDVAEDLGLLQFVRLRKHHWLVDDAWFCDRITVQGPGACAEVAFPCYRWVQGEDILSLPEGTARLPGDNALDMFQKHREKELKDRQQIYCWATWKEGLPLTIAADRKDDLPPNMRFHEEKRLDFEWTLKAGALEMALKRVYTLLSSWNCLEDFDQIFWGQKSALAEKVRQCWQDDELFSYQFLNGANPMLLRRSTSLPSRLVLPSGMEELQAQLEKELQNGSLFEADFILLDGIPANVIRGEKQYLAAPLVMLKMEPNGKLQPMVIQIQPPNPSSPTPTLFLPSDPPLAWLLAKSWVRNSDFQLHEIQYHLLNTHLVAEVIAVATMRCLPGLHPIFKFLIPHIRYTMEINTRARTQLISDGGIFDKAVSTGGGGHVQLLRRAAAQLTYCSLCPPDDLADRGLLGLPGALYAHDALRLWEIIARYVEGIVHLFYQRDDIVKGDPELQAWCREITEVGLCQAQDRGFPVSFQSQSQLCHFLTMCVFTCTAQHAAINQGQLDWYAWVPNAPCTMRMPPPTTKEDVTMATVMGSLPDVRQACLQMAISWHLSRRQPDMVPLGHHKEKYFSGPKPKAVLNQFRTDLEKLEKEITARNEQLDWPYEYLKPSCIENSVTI
#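 Lipoxygenase turnover measured by absorbance at 573 and 405 nm after Fe-XO development. Human 12hLO 150 nM, arachidonate 40 uM, pH 7.0 Hepes buffer with detergent; 15 min compound preincubation, 30 min reaction.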
# IMPase cell inh: membrane-permeable compound that blocks inositol monophosphatase. inhibition (IP1 accumulation), % at 46.1 µM. AID 901. CHO-M1 cells, IP1 accumulation, HTRF TR-FRET ratio. 120,000 tested, under 10 active; active = well fitted curve in the direction sought with a large enough effect in the signal ratio, not every such curve was filed as active; inconclusive = small, poorly fitted or top-dose-only effect, or a change in a side signal; inactive = no such curve, though single readings can be large or run the other way; the % refers to the signal ratio;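 also: cells stimulated with carbachol in lithium chloride buffer; plate controls were DMSO basal wells for no effect and reference inhibitor wells for full effect; higher means more IMPase inhibition seen as more IP1 and lower FRET ratio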
# Target sequence (P97697 whole entry, looked up): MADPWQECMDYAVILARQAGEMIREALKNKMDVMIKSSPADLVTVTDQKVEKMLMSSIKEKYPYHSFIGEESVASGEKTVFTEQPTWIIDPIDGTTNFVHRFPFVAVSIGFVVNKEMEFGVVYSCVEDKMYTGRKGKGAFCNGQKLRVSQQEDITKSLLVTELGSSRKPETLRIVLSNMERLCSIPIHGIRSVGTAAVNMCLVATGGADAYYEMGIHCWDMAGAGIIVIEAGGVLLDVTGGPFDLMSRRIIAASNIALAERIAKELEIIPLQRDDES
#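 CHO-M1 cells (CHO stably expressing M1 receptor), compound up to 46 uM final, stimulated with carbachol (50 uM as added) in buffer with 50mM LiCl, pH 7.4, 30 min at 37C. Cytosolic IP1 read by TR-FRET; AC50 from Hill fits.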
# The depositor's hits bear a star; ? = inconclusive; . = no result given; [ ] = dose if it differs, or a comment. Unless noted, calls follow the shape of the dose curve; as a rule, active = well fitted curve in the direction sought with a large enough effect; inconclusive = small, poorly fitted or top-dose-only effect, or another doubt; inactive = no such curve, though single readings can be large; an effect the other way counts as inactive or inconclusive. Unless noted, % is scaled to controls: 0 for no effect and ±100 for the full control effect.
SMILES,PNC assembly inh,ALOX15B inhib,12-hLO inh,IMPase cell inh
Cc1nc(NC(=O)c2ccccc2)sc1-c1csc(NCCc2ccccc2)n1,-19,-18%,-7%,14
CC(=O)n1c(COS(C)(=O)=O)nc2ccccc21,.,12%[11.4 µM],-1%[11.4 µM],.
Cc1ccc(CN(CC(=O)NC2CCCC2)C(=O)CSc2nnc(COc3ccccc3)o2)cc1,-26,.,-9%,3
CC(C)CC(=O)Nc1ccc(C(=O)COc2ccc(-c3nnco3)cc2)cc1,-18,-1%,3%,5
Nc1nonc1C(=O)OCC(=O)N1CCOCC1,6,0%,-2%,3
CCCn1c(=N)n(CC(=O)OCC)c2ccccc21,-21,6%,-1%,9
COC(=O)c1sccc1NC(=O)C1CC=CCC1C(=O)O (stereo not drawn),?,-2%,-9%,?
COc1cc(/C=N/NC(=S)Nc2cccc(S(=O)(=O)N(C)C)c2)cc(OC)c1O,?,.,-7%,7
O=S(=O)(Nc1ccc2nc(-c3ccc(Br)o3)[nH]c2c1)c1ccccc1,25,-5%,-3%,9
O=C(Oc1cccc(-c2cnc3ccccc3n2)c1)c1ccco1,56,-19%,4%,12
O=S(=O)(c1cccc(C(F)(F)F)c1)N(CCCN1CCOCC1)Cc1cccs1,?,29%,-1%,7
CCOC(=O)c1c(-c2cccc([N+](=O)[O-])c2)csc1NC(=O)C1CCCCC1,19,.,-1%,-9
COc1ccccc1-c1nc2ccccc2nc1-c1ccccc1,-13,.,-1%,.
Cn1c(=O)c2c(nc(N3CCN(c4ccccc4)CC3)n2CCCc2ccccc2)n(C)c1=O,-18,1%[2.29 µM],2%,-4
CCC(CC)NC(=O)c1cccc(NC(=O)C(C)C)c1,-6,.,-1%,.
Cc1ccc(NC(=O)/C=C/c2ccc([N+](=O)[O-])s2)c(C)c1,-98*,.,-3%,6
C(=Nc1cnc2ccccc2c1)c1ccc2ccccc2n1,.,-5%[11.4 µM],-2%[11.4 µM],.
CC(C)(C)C(=O)Nc1ccccc1C(=O)Nc1ccncc1,-100*,.,-2%,-12
Cc1ccc2c(c1)c1c3n2CC(=C2C(=O)OC(C)(C)OC2=O)NC3CCC1 (stereo not drawn),8,?,-20%,-7
O=C(COC(=O)Cc1cccs1)Nc1ccccc1F,20,-11%,8%,-8
Cn1c(=O)[nH]c(NC2CCCCC2)c(N=O)c1=O,17,.,-1%,.
CN(C)c1cccc(O)c1,.,-11%,-1%,.
CCOC(=O)c1[nH]c2ccc(Cl)cc2c1-c1ccccc1,-6,-9%,6%,8
COc1ccc(S(=O)(=O)N(C)c2ccc(OCC(=O)Nc3cc(C)on3)cc2)cc1,-97*,3%,-9%,-3
CCN(CC)CCCN1C(=O)c2oc3ccccc3c(=O)c2C1c1cccs1 (stereo not drawn),1,-13%,-16%,-4
SMILES,PNC assembly inh,ALOX15B inhib,12-hLO inh,IMPase cell inh
C=CCOc1c(CNc2nccs2)cccc1OCC,?,17%,-3%,1
CC(C)Oc1ccc(-c2nn(-c3ccccc3)cc2/C=c2\sc3ncnn3c2=O)cc1,33,-20%,6%,-4
Cc1c(CC(Cl)(Cl)Cl)c2c(n1O)CC(C)(C)CC2=O,45,.,-1%,.
COc1ccc(S(=O)(=O)NCCc2c(C)nn(C)c2Oc2ccccc2)cc1,-27,2%,-4%,4
COC(=O)c1ccc(N2C(=O)c3ccc(OC)c(OC)c3C2=O)cc1,?,-6%,-2%,-18
CCOc1ccc(N2CSC3=C(C#N)C(c4ccco4)CC(=O)N3C2)cc1 (stereo not drawn),53,?,?,1
COc1ccc(-n2c(SCC(=O)OC(C)C)nnc2-c2ccccn2)cc1,29,9%,-3%,2
NC(=O)c1nsc(C(=O)N(CC(=O)NCc2ccco2)c2ccccc2F)c1N,50,.,-3%,1
O=C(CN1CCCCCC1)OCCN=C1NS(=O)(=O)c2ccccc21,56,8%,1%,1
O=S(=O)(NCc1cn2ccsc2n1)c1cccs1,-15,-4%,2%,-3
Cc1nc(/C=C/c2ccccc2)cc(/C=C/c2ccccc2)n1,26,-10%,-3%,4
COc1ccc(-c2cc(C(=O)OCC(=O)Nc3cc(C)on3)c3ccccc3n2)cc1OC,26,?,-4%,-1
COc1ccc2c(c1)CCc1sc(NC(=O)c3ccco3)nc1-2,-17,-5%,-12%,5
COCc1[nH]nc2c1C(c1ccccc1F)C(C#N)=C(N)O2 (stereo not drawn),-18,-11%,-5%,0
O=C(NN=C1CCCCCCCCCCC1)c1ccccc1F,-16,.,7%,.
COc1ccccc1C(=O)NC(CCSC)C(=O)OCC(=O)NC(=O)NCc1ccco1 (stereo not drawn),-17,-8%,2%,10
O=C(CN(Cc1cccs1)S(=O)(=O)c1ccc(S(=O)(=O)N2CCCCC2)cc1)Nc1ccccc1,19,.,-3%,.
COc1cccc(Cn2c(=O)c(C)nc3cnc(Oc4ccccc4)nc32)c1,.,-12%,-10%,.
N[C@@H](Cc1ccccc1)c1nnc2sc(SCc3ccccc3)nn12,24,0%,-2%,?
CN1CCc2c(sc3c2c(NCc2ccco2)nc2nnnn23)C1,-8,37%[activator],46%[activator],-24
CCOC(=O)c1cnc(-c2ccccc2)nc1N,10,4%[2.29 µM],-4%,7
CC(C)[C@H](NS(=O)(=O)c1ccccc1)C(=O)OCC(=O)Nc1ccccc1Sc1ccccc1,25,.,-1%,.
Cc1cc(C)nc(NS(=O)(=O)c2ccc(N3C(=O)C4CC=C(Cl)CC4C3=O)cc2)n1 (stereo not drawn),?,10%,-5%,-5
Cc1ccc(-c2nsc3c(N4CCN(C(=O)c5ccco5)CC4)ncnc23)cc1,39,9%,2%,-10
CCOC(=O)CC1=C(C(=O)OCC)C(c2ccncc2)C(C#N)=C(N)O1 (stereo not drawn),-29,1%,-2%,-17
SMILES,PNC assembly inh,ALOX15B inhib,12-hLO inh,IMPase cell inh
CC(NC(=O)C1CCCC1)c1ccc2c(c1)OCCO2 (stereo not drawn),-8,-7%,-3%,1
OC(Cn1cncn1)(Cn1cncn1)c1ccc(F)cc1F,.,6%,0%,.
CC(C)(C)OC(=O)NNC(=O)c1ccc(Cl)cc1,?,0%,-2%,0
C=CCOc1c(Cl)cc(CNc2ccc(C)c(Cl)c2)cc1OC,-92*,1%,-12%,7
O=C(CCc1ccc(S(=O)(=O)N2CCOCC2)cc1)NN=C1CCCCCCC1,-26,.,2%,0
CCC(CC)C1C(C#N)=C(N)SC(N)=C1C#N,2,.,-14%,-1
O=c1cc(CF)[nH]c(=S)[nH]1,.,3%[11.4 µM],5%[11.4 µM],.
O=C1C(=O)N(CCOCCO)C(c2ccccn2)/C1=C(\O)c1ccccc1 (stereo not drawn),-19,12%,-9%,-2
COc1ccc(OCC(=O)OCCN(C)C)cc1,?,9%,-2%,28
CC(C)(CNC(=O)c1cc(=O)[nH]c2ccccc12)N1CCOCC1,-18,5%,-1%,-1
Cn1nnc2cc(C(=O)NCc3ccc4c(c3)OCO4)ccc21,?,-4%,-1%,0
CCOC(=O)c1c(NC(=O)Cn2c(=O)oc3ccccc32)oc(C)c1C(C)=O,142,.,9%,-6
O=S(=O)(c1ccc(F)c2ccccc12)N1CCCCC1,57,-7%,-3%,18
CCc1ccc2c(c1)C1(NN=C(c3cccc4ccccc34)S1)C(=O)N2 (stereo not drawn),-6,.,-9%,5
O=C(CNC(=O)c1ccc(Cl)cc1Cl)OCC(=O)c1ccc2c(c1)OCCO2,?,4%,-2%,0
Cc1nn(CC(=O)Nc2ccc(S(=O)(=O)N(C)C)cc2)c(C)c1[N+](=O)[O-],-7,.,0%,12
Cc1nc(NC(=O)c2ccccc2)sc1-c1csc(Nc2ccc(Cl)cc2Cl)n1,-25,12%,-4%,4
CCn1c(=O)cc(SCC(=O)N2CCOCC2)c2ccccc21,24,0%,2%,-21
COc1ccc(CCN(C)c2ccc(S(=O)(=O)N3CCCC3)cc2[N+](=O)[O-])cc1OC,-10,.,3%,11
O=C(CN1C2=NCCCN2c2ccccc21)c1ccc2c(c1)OCO2,28,6%,-1%,4
CCC(C)Sc1nnc(-c2c[nH]c3ccccc23)n1CCOC (stereo not drawn),7,-4%,-6%,4
COc1cc2c(cc1OC)CN(S(C)(=O)=O)CC2,-1,10%,4%,1
CCN1CCN(C(=O)c2ccccc2N(C)S(=O)(=O)c2ccc(C)cc2)CC1,17,1%,2%,-2
COc1ccc(CCNC(=O)CN2CCN(c3ccccc3Cl)CC2)cc1,?,21%,-7%,8
CC(=O)c1c(C)[nH]c(C(=O)OCC(=O)Nc2ccc(C)cc2[N+](=O)[O-])c1C,6,.,-1%,.

# An excerpt from above in order of the ALOX15B inhib value, smallest number first:
SMILES,PNC assembly inh,ALOX15B inhib,12-hLO inh,IMPase cell inh
Cn1nnc2cc(C(=O)NCc3ccc4c(c3)OCO4)ccc21,?,-4%,-1%,0
C=CCOc1c(Cl)cc(CNc2ccc(C)c(Cl)c2)cc1OC,-92*,1%,-12%,7
O=C(CN1C2=NCCCN2c2ccccc21)c1ccc2c(c1)OCO2,28,6%,-1%,4
COc1ccc(OCC(=O)OCCN(C)C)cc1,?,9%,-2%,28
O=C1C(=O)N(CCOCCO)C(c2ccccn2)/C1=C(\O)c1ccccc1 (stereo not drawn),-19,12%,-9%,-2
COc1ccc(CCNC(=O)CN2CCN(c3ccccc3Cl)CC2)cc1,?,21%,-7%,8

# (list continues)
SMILES,PNC assembly inh,ALOX15B inhib,12-hLO inh,IMPase cell inh
CC(=O)N(C)c1ccc(OCC(O)CN(Cc2ccco2)S(=O)(=O)c2ccc(C)cc2)cc1 (stereo not drawn),31,-2%,-4%,5
Cc1cc(C)c(S(=O)(=O)c2ccccc2C)c(Oc2ccccc2)n1,17,4%,-1%,1
COc1ccc(C(=O)O/N=C(\N)c2ccncc2)cc1OC,-2,.,2%,2
CC1CCC(C(C)C)C(OC(=O)CSc2nccc(=O)[nH]2)C1 (stereo not drawn),22,-10%,3%,4
Cc1sc2nc(C(C)C)nc(SCC(=O)N3CCN(C(=O)c4ccco4)CC3)c2c1C,-24,-2%,2%,-5
N#C/C(=C(/O)CN1CCN(c2ccccc2F)CC1)c1nc(-c2ccc(Cl)cc2)cs1,2,-13%,-1%,-1
O=C(COc1ccccc1Br)N1CCN(c2ccccc2)CC1,-24,14%,0%,7
Cc1cc(C[n+]2ccccc2)c2nsnc2c1,?,4%,1%,6
CCOCCOC(=O)COC(=O)c1ccccc1NC(=O)c1ccccc1,13,.,0%,.
CC(C)N1CC(O)=C(c2nc3ccccc3[nH]2)C1=N,-4,3%,1%,0
C/C(=N\NS(=O)(=O)c1ccc(Cl)c([N+](=O)[O-])c1)c1cc2ccccc2o1,37,-10%,1%,-9
S=C(Nc1cccc(Cl)c1Cl)Nn1cnnc1,18,.,2%,0
Cc1ccc(Cn2nnc3c(=O)n(CC(=O)NCc4ccc5c(c4)OCO5)cnc32)cc1,25,.,0%,-1
O=C1OC(Cc2ccccn2)C(O)=C1C1=NCCCCN1 (stereo not drawn),7,.,6%,.
CC1CCN(C(=O)c2ccc(S(=O)(=O)N(C)C)cc2)C(C)C1 (stereo not drawn),65,-3%,2%,3
Cc1cc(C)n(CC(=O)N/N=C/c2cccc([N+](=O)[O-])c2)n1,38,.,-3%,.
O=C(Nc1ccc(F)cc1)c1ccc(-n2ccnc2)nc1,-16,-3%,6%,3
O=C(CC1NCCNC1=O)Nc1ccc2c(c1)OCO2 (stereo not drawn),-91*,2%,0%,5
CC(=O)N(OCc1ccccc1)[C@@H]1c2cc(C#N)ccc2OC(C)(C)[C@H]1O,.,8%,-1%,.
Cc1ccc(S(=O)(=O)NC2CCCCC2)c2nsnc12,24,.,0%,.
CCOc1ccc(C(=O)N/N=C/c2cccc3cccnc23)cc1,15,49%[activator],-2%,5
CN(C)c1cccc(C(=O)NC2CCCCCC2)c1,?,?,-4%,1

# Some of the compounds tested, so the mix of outcomes need not match the whole.
